ADAM10 inh: human ADAM10 inhibitors, primary screen, biochemical, QFRET, HTS. recombinant ADAM10, EDANS/DABCYL FRET peptide cleavage, 3 h. inhibition, % at 7 µM. Disintegrin and metalloproteinase domain-containing protein 10 (Homo sapiens), O14672. hit rate 0.62% among 370,000;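 active = inhibition above a per-campaign cutoff equal to the mean of compounds falling between control-based bounds plus 3 SD, cut at about 20% in these data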;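 also: 0% = DMSO wells while the 100% control is not disclosed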
Target sequence (O14672 214-748 limits assumed): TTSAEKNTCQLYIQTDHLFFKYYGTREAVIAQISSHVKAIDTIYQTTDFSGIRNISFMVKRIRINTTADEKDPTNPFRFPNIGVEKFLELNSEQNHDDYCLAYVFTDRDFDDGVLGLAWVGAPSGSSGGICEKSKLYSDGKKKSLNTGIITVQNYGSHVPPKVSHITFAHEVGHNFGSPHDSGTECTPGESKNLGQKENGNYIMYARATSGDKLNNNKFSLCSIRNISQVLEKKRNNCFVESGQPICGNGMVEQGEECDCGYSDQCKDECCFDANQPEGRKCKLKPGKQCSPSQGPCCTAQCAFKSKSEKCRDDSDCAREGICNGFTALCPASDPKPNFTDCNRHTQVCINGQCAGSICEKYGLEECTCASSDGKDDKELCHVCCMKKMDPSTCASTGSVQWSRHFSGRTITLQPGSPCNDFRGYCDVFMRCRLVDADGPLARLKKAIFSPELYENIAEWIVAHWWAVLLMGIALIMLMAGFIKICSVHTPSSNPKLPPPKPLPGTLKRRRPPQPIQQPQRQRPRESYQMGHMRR
PLC-beta3 inh: human PLC-beta3 inhibitors, primary screen, biochemical, fluorescence | hit rate 0.18% among 370,000 | inhibition, % at 12.2 µM | Purified PLC-beta3, fluorogenic substrate; in the data active = inhibition above about 11%;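 also: 0% = median of compound wells on plate and 100% = full blocker control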
ASAP1 GAP inh: inhibitors of human ASAP1 ArfGAP activity, primary screen, biochemical, fluorescence polarization | ASAP1-stimulated ARF1 GTP hydrolysis, GDP FP detection | inhibition, % at 16.5 µM | hit rate 0.19% among 360,000 | Arf-GAP with SH3 domain, ANK repeat and PH domain-containing protein 1 (Homo sapiens), …; in the data active = inhibition above about 25%;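 also: 0% = vehicle with enzyme and substrate and 100% = no enzyme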
TDP2 absorb: human TDP2 enzyme inhibitors, primary screen, biochemical, epi absorbance, recombinant enzyme; hit rate 0.34% among 370,000; inhibition, % at 12.8 µM; Tyrosyl-DNA phosphodiesterase 2 (Homo sapiens), O95551; T5PNP hydrolysis, p-nitrophenol absorbance 415 nm; AID 720702, 2013;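 active = inhibition above the mean of all tested compounds plus 3 SD, set per campaign, cut at about 25% in these data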;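 also: 0% = DMSO with enzyme and 100% = buffer with substrate but no TDP2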
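Assay system: Recombinant human TDP2 | Quantity: 120 nM TDP2 per well | Incubation: 2 h at 37 °C | Signal: Epi absorbance | Evaluation: Percent inhibition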
ARFGAP1 inh: inhibitors of rat ARFGAP1 GAP activity, primary screen, biochemical, fluorescence polarization, GDP tracer | hit rate 0.26% among 360,000 | Arfgap1-stimulated ARF1 GTP hydrolysis, GDP FP detection | ADP-ribosylation factor GTPase-activating protein 1 (Rattus norvegicus), Q62848 | inhibition, % at 16.5 µM;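 active = inhibition above a per-plate limit, mean inhibition of low control wells plus 3 SD, cut at about 25% in these data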;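 also: 0% = DMSO wells with enzyme and 100% = wells lacking Arfgap1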
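Material – truncated rat Arfgap1 GAP domain · Buffer or medium – HEPES-based buffer, pH 7.5 · Reagent – human ARF1(Δ1-17)-GTP substrate · Dosing – 16.5 µM single point, 1.26% DMSO · Schedule – GTP hydrolysis reaction 2 h at 25 °C · Technique – GDP detection by fluorescence polarization · Benchmarks – No-Arfgap1 wells (100%) versus DMSO full-reaction wells (0%) · Repeats – single replicate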
SIAE primary: human SIAE inhibitors, primary screen, biochemical, fluorescence polarization, FP-Rh probe, 1536-well HTS. Sialate O-acetylesterase (Homo sapiens), Q9HAT2. SIAE FP-Rh probe binding. inhibition, % at 9.66 µM. hit rate 0.69% among 370,000. AID 1053197, 2014;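 active = inhibition above a cutoff: mean of compounds within the control limits plus 3 SD of those, cut at about 17% in these data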;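 also: 0% = plate median of compound wells and 100% = probe without SIAE protein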
Target sequence (Q9HAT2 whole entry, looked up): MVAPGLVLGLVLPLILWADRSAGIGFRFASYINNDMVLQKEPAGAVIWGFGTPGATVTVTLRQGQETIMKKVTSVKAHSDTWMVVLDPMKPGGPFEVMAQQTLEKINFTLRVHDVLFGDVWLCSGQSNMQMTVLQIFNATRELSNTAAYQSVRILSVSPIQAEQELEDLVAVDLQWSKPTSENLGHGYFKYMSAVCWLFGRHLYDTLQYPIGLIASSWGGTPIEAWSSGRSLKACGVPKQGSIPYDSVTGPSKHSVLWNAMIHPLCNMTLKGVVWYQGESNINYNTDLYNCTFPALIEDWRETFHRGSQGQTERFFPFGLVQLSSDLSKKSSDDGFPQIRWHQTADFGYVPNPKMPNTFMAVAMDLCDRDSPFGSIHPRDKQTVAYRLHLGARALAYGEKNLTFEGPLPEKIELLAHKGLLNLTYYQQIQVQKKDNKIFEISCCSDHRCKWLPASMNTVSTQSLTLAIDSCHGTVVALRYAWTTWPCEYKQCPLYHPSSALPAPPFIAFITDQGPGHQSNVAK
ADAM17 inh: ADAM17 inhibitors, primary screen, biochemical, QFRET; Disintegrin and metalloproteinase domain-containing protein 17 (Homo sapiens), P78536; recombinant ADAM17, EDANS/DABCYL FRET peptide cleavage; inhibition, % at 6.95 µM; hit rate 0.83% among 370,000;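 active = inhibition above the mean of compounds lying between control limits plus 3 SD, set per campaign, cut at about 8.5% in these data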;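 also: 0% = DMSO-only wells as the low control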
PLCg1 inh: PLC-gamma1 enzyme inhibitors, primary screen, biochemical, fluorescence, purified enzyme; 1-phosphatidylinositol 4,5-bisphosphate phosphodiesterase gamma-1 (Homo sapiens), P19174; fluorogenic substrate; inhibition, % at 12.2 µM; hit rate 0.84% among 370,000; AID 720700, 2013; in the data active = inhibition above about 9.5%
Tn6 DDE FP: inhibitors of Tn6 peptide binding to fibrin DD(E), primary screen, biochemical, fluorescence polarization, human fibrin, Tn6 probe. inhibition, % at 8.3 µM. hit rate 0.21% among 370,000. Fibrin DD(E) TRITC-Tn6 fluorescence polarization displacement. Fibrinogen beta chain (Homo sapiens), P02675;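 active = inhibition above a per-campaign cutoff: mean of compounds within control limits plus 3 SD, cut at about 15% in these data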;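 also: 0% = median of all compound wells on the plate and 100% = blocking peptide control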
DDE Tn7 FP inh: inhibitors of Tn7 peptide binding to fibrin DD(E), primary screen, biochemical, fluorescence polarization, human fibrin, Tn7 probe; hit rate 0.13% among 370,000; inhibition, % at 8.3 µM; Fibrinogen beta chain (Homo sapiens), P02675; AID 720508, 2013; FP displacement of FITC-Tn7 peptide from fibrin DD(E); 0% = median of compound wells per plate;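 active = inhibition above the mean of compounds falling within the control limits plus 3 SD of them, cut at about 14% in these data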;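 also: 0% = plate median of compound wells and 100% = 10 µM Aha-Tn7 peptide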
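Assay system: Human fibrin DD(E) protein | Medium: Tris buffer with calcium and detergent, pH 7.8 | Reagent: 0.1 µM fluorescent Tn7 | Compound dosing: Single point at 8.3 µM | Times: 10 min preincubation, 3 h with tracer, room temperature | Detection: Fluorescence polarization of the labelled Tn7 tracer | Controls: Aha-Tn7 high control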
An asterisk follows results filed as active; i = inactive; nt = not tested or not shown.

ADAM10 inh	PLC-beta3 inh	ASAP1 GAP inh	TDP2 absorb	ARFGAP1 inh	SIAE primary	ADAM17 inh	PLCg1 inh	Tn6 DDE FP	DDE Tn7 FP inh	smiles
-2	3	2	-9	0	-5	1	2	-1	-3	Cc1ccc(CNCc2cc(Cl)ccc2O)cc1
-8	-12	-6	5	16	-3	-3	-1	-4	-5	C/C(=N\NC(=O)c1cc(C)oc1C)c1ccc2ccccc2c1
2	-1	-17	-4	-7	-1	-5	-1	10	-4	CC(=O)Nc1ccc(N2C(=O)C3C4C=CC(CC4)C3C2=O)cc1 (stereo not drawn)
-7	1	-8	7	2	8	-3	3	-11	-6	O=C(COC(=O)c1cc([N+](=O)[O-])ccc1N1CCOCC1)NC1CCS(=O)(=O)C1 (stereo not drawn)
-5	3	-8	3	3	-5	-2	1	3	3	C=CCn1c(C(C)NC(=O)C(C)(C)C)nc2ccccc21 (stereo not drawn)
-7	0	6	7	3	2	-3	-2	-2	3	O=C(NCc1ccccc1)C(c1ccc(-c2ccccc2)cc1)N1CCN(CCN2CCOCC2)CC1 (stereo not drawn)
-4	-7	-7	5	5	12	-3	1	-1	1	COc1ccc(CCN(Cc2ccccn2)C(=S)Nc2ccccc2F)cc1OC
-48	-87	-11	8	5	2	-22	-69	5	3	COc1ccc(CNc2ccc(N3CCOCC3)cc2)cc1
1	4	-6	13	-7	6	-1	2	2	-1	Cc1ccc(-n2[nH]c(C)c(C=Nc3ccc(Br)cn3)c2=O)cc1
3	1	-5	-5	-2	-6	3	0	-5	-5	O=C(CSc1nc2ccccc2s1)Nc1cc(S(=O)(=O)N2CCOCC2)ccc1Cl
8	0	-3	-3	-16	-4	3	7	-4	-4	CC(C)=NOC(=O)c1ccc(-c2ccccc2)cc1
i	i	5	10	9	4	-188	i	-2	-7	CCOc1ccc2c(c1)/C(=C(\C(Cl)=C(Cl)Cl)[N+](=O)[O-])N2

Part of the list above, limited to ADAM10 inh.
structure	ADAM10 inh
CC(C)=NOC(=O)c1ccc(-c2ccccc2)cc1	8
CCOc1ccc2c(c1)/C(=C(\C(Cl)=C(Cl)Cl)[N+](=O)[O-])N2	i

Going on with the list.
ADAM10 inh	PLC-beta3 inh	ASAP1 GAP inh	TDP2 absorb	ARFGAP1 inh	SIAE primary	ADAM17 inh	PLCg1 inh	Tn6 DDE FP	DDE Tn7 FP inh	smiles
0	1	1	-7	-10	-3	0	1	6	-3	CCOc1ccc(N(CC(=O)NC2CCCC2)S(=O)(=O)c2c(C)[nH]c(=O)[nH]c2=O)cc1
0	2	17	4	-1	8	-3	-2	-2	4	Cc1cc(C)cc(N(C(=O)c2csnn2)C(C(=O)NC(C)(C)C)c2ccccn2)c1 (stereo not drawn)
4	-7	3	-3	6	3	-2	-7	0	12	CCc1nnc(NC(=O)C2CC(=O)N(c3ccc4c(c3)OCCO4)C2)s1 (stereo not drawn)
-2	2	10	5	11	-5	-4	0	-1	-2	COCCCNC(=O)CN(c1ccc(Cl)c(Cl)c1)S(C)(=O)=O
-1	-5	5	8	0	5	-3	-1	5	0	CC(C)n1c(C(=O)OCC(=O)NCc2ccc3c(c2)OCO3)cc2occc21
15	-1	1	-2	4	-5	4	2	10	-4	CC(O)(c1ccccc1)c1nc(/C=C/c2ccccc2)cs1 (stereo not drawn)
-11	2	2	0	-4	1	-3	0	-1	-9	CCC(CC)C(C(=O)NCc1ccccc1)N1CCN(C(=O)C2CCCO2)CC1 (stereo not drawn)
5	-10	-2	-21	-3	0	-6	2	-2	1	COc1ccc(NC(=O)/C(=C\c2ccccc2)NC(=O)c2ccco2)cc1
7	-4	6	0	-4	-2	-2	1	0	-5	Cc1ccc(C(C)NC(=O)C2CCCC2)c(C)c1 (stereo not drawn)
-2	4	0	2	-12	-6	-1	0	-6	3	COc1cc(F)ccc1Oc1cccc2c1S(=O)(=O)N([C@H](C)c1ccccc1)C[C@@H](COCc1ccccc1)O2
-17	-11	-6	1	5	-4	-5	-8	-3	0	O=C(CSc1ccc(-c2ccco2)nn1)NC1CCCC1
-9	-3	-8	0	4	2	-5	-2	-7	0	CCCCOC(=O)C1[C@H]2C(=O)N(Cc3cccs3)C[C@]23C=C[C@H]1O3 (stereo partly drawn)
-2	-5	-1	-3	8	6	-5	-1	-2	-3	COCCNc1ccc(N2C(=O)C3CCCCC3C2=O)cc1[N+](=O)[O-] (stereo not drawn)
6	3	7	4	-11	6	0	5	10	8	COc1cccc(CC2(CO)CCCN(Cc3c(C)cc(C)cc3-n3cccn3)C2)c1 (stereo not drawn)
-1	-8	-7	-2	-10	-2	-1	-4	-3	3	Cc1ccc(NC(=O)CN2C(=O)/C(=C\c3cccs3)SC2=S)cc1
-1	-3	15	14	-4	-1	0	1	1	0	C=CCn1c(COc2ccc(F)cc2)nnc1SCC(=O)NC1CCS(=O)(=O)C1 (stereo not drawn)
5	-6	nt	5	nt	-2	3	-1	0	5	O=S1(=O)c2ccc(N3CCSCC3)cc2Oc2ccccc2CN1Cc1cn(Cc2ccc(Cl)cc2)nn1
-1	-15	-19	8	-25	24*	4	-3	-8	1	CC(C)CN=Cc1c(O)c([N+](=O)[O-])cc2oc3c(c12)CCCC3
7	0	-1	7	0	-3	3	0	0	-17	COc1ccc(N(CC(=O)Nc2cccc(C(F)(F)F)c2)S(C)(=O)=O)cc1
-14	-2	-13	5	-4	4	-7	2	-2	4	COc1ccc2c(c1C)CCC(C)(C#N)C2=O (stereo not drawn)
1	-1	-1	8	2	3	-1	0	6	4	CCOC(=O)N1CCC(n2c(SCC(=O)N3CCCC3)nc3ccccc3c2=O)CC1
-2	2	4	-3	2	-3	-3	-4	4	4	Cc1ccccc1NC(=O)c1ccc(-n2cncn2)nc1
0	-4	12	-1	8	4	-4	-3	-1	3	O=C(Nc1ccncc1)c1cc2ccccc2o1
-2	1	0	-9	16	-17	-1	-1	1	-3	COc1cccc(Nc2nnc(SCn3nnc4ccccc4c3=O)s2)c1
0	-5	9	24	0	-3	-1	2	11	5	S=C(Nc1cc(Cl)cc(Cl)c1)N1CCN(c2ccccn2)CC1
10	-3	-5	-6	2	4	5	3	0	-5	COc1cccc(OCC(=O)NNC(=O)C(=O)Nc2ccc(OC)cc2OC)c1
-158	-170	0	34*	-3	29*	-66	-122	5	2	Oc1ccc(NCc2ccc(OCc3ccccc3)cc2)cc1
2	-49	-22	-1	-4	-6	-6	-28	-3	-3	COc1ccc2oc(=O)cc(-c3cc4ccccc4o3)c2c1
-4	2	-14	3	0	2	-2	1	0	0	O=C(Nc1ccc(Br)cc1F)c1ccncc1
-5	2	-21	1	9	-3	-3	1	0	0	O=C(NC(c1ccc(Cl)cc1)c1cnccn1)C1CCN(CCOc2ccc(F)cc2)CC1 (stereo not drawn)
5	0	0	-9	-5	-6	4	4	3	-5	CCOc1ccc(NC(=O)c2ccc(F)c(S(=O)(=O)N3CCN(c4ccccn4)CC3)c2)cc1
4	0	-6	8	9	1	-4	-3	-5	6	CCCNCc1cc(OCC)c(OCC(N)=O)cc1Br
-3	0	1	-1	-7	2	0	0	8	3	O=C(CCN1CCc2ccccc2CC1)c1ccc2c(c1)OCCO2
i	i	2	0	-5	5	i	i	-1	10	Cn1c(=O)c2cc(NC(=O)NCc3ccc(F)cc3)ccc2n1C
6	3	8	-3	5	-2	1	0	-7	0	COc1ccc(NC(=O)C2(C)CCN2C(=O)Cc2ccc(Cl)cc2Cl)cc1OC (stereo not drawn)
-2	-7	-8	-5	5	4	-2	-3	-5	-2	CCc1nn(C(C)C(=O)NCc2cccc(OC)c2)c(=O)c2cc3occc3n12 (stereo not drawn)
-5	-2	6	-7	-1	0	-1	-3	-7	-2	CSc1cccc(NC(N)=S)c1
4	-20	4	15	10	6	4	-10	-13	-5	NC(=S)NNc1cccc2cccnc12

Structural class, the entries above with a Cl atom.
ADAM10 inh	PLC-beta3 inh	ASAP1 GAP inh	TDP2 absorb	ARFGAP1 inh	SIAE primary	ADAM17 inh	PLCg1 inh	Tn6 DDE FP	DDE Tn7 FP inh	smiles
-2	3	2	-9	0	-5	1	2	-1	-3	Cc1ccc(CNCc2cc(Cl)ccc2O)cc1
3	1	-5	-5	-2	-6	3	0	-5	-5	O=C(CSc1nc2ccccc2s1)Nc1cc(S(=O)(=O)N2CCOCC2)ccc1Cl
i	i	5	10	9	4	-188	i	-2	-7	CCOc1ccc2c(c1)/C(=C(\C(Cl)=C(Cl)Cl)[N+](=O)[O-])N2
-2	2	10	5	11	-5	-4	0	-1	-2	COCCCNC(=O)CN(c1ccc(Cl)c(Cl)c1)S(C)(=O)=O
5	-6	nt	5	nt	-2	3	-1	0	5	O=S1(=O)c2ccc(N3CCSCC3)cc2Oc2ccccc2CN1Cc1cn(Cc2ccc(Cl)cc2)nn1
0	-5	9	24	0	-3	-1	2	11	5	S=C(Nc1cc(Cl)cc(Cl)c1)N1CCN(c2ccccn2)CC1
-5	2	-21	1	9	-3	-3	1	0	0	O=C(NC(c1ccc(Cl)cc1)c1cnccn1)C1CCN(CCOc2ccc(F)cc2)CC1 (stereo not drawn)
6	3	8	-3	5	-2	1	0	-7	0	COc1ccc(NC(=O)C2(C)CCN2C(=O)Cc2ccc(Cl)cc2Cl)cc1OC (stereo not drawn)
